RECQ1 helicase = blocks DNA unwinding by human RECQ1 | P46063 | RECQ1 DNA unwinding, red fluorescence kinetic read | Potency, µM (titrated, usually from 57.3 µM), for inactives: at the highest dose activity, negative = inhibition, actives largely listed as inhibitors | 240,000 compounds, 0.54% hits;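 further: plate controls were vehicle for no effect and no enzyme for full effect; nearly all actives have a fitted effect of over 30% in size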
Target sequence (P46063 whole entry, looked up): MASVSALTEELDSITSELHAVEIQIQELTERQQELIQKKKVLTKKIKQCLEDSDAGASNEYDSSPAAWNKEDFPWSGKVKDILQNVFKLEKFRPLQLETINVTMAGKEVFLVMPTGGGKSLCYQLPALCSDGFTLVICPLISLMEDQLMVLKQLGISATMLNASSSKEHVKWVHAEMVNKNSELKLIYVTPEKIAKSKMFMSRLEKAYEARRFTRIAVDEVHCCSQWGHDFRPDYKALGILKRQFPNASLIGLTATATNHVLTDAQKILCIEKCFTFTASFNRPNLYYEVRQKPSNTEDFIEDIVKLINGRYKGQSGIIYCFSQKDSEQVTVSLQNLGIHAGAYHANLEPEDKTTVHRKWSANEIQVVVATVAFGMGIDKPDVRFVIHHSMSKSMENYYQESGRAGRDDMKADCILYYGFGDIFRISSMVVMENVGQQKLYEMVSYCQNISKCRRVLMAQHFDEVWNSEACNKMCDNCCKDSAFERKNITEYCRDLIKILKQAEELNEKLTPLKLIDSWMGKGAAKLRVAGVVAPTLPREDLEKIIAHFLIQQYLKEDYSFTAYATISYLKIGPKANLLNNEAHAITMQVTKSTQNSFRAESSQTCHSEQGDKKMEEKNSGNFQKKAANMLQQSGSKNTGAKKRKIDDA
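RECQ1T1 50 nM; forked duplex (20 bp + 30-nt ss tails) 200 nM, ATP 2 mM final; pH 8.0, 2 mM MgCl2, 2.5 ug/ml poly(dI-dC); 15 min compound preincubation; discontinuous kinetic read over 2 h at RT.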
Tau FP inhib = tau fibrillization inhibition (FP). P10636. K18 P301L tau heparin fibrillization, Alexa594 FP, 6 h. AID 1468. Potency, µM (series often up to 57.7 µM), without a hit: at the highest dose activity, negative = inhibition, actives largely listed as inhibitors. 280,000 compounds, 0.39% hits; further: nearly all actives have a fitted effect of over 55% in size
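Human K18 P301L fragment (15 uM unlabeled plus 0.24 uM Alexa 594-labeled) in 100 mM sodium acetate pH 7 with compound, aggregation induced by 20 uM heparin for 6 hr at 37 C. ThT (30 uM) added for 1 hr, then Alexa 594 FP read.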
GoLoco inh red = blocks human Gai1 binding to RGS12 GoLoco peptide, red readout; AID 880; Gai1:RGS12 GoLoco peptide FP, rhodamine, 10 min; P63096; 230,000 compounds, 0.44% hits; Potency, µM (doses to about 61.6 µM), without a hit: top-dose activity, negative = inhibition, most hits filed as inhibitors; active means well fitted inhibition curve with a large enough effect, not every such curve was filed as active; inactive means no such curve, though single readings can be large or run the other way; further: nearly all actives have a fitted effect of over 30% in size; many of its hits are not listed in these tables
Tau fibril ThT = inhibitors of human tau fibril formation, thioflavin T binding. recombinant tau K18 P301L (four-repeat tau fragment), heparin-induced fibrillization, ThT fluorescence. Potency, µM (titrated, usually from 57.4 µM), inactives show at the highest dose activity, negative = inhibition, actives largely listed as inhibitors. 270,000 compounds, 2.1% hits. AID 1460; further: nearly all actives have a fitted effect of over 55% in size
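Recombinant human tau K18 fragment […] carrying P301L, 15 uM unlabeled plus 0.24 uM Alexa 594-labeled, was fibrillized with 20 uM heparin in 100 mM sodium acetate pH 7 for 6 hr at 37 C; 30 uM ThT fluorescence read after 1 hr.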
TRb-SRC2 inh = inhibitors of human thyroid hormone receptor beta-SRC2 interaction | AID 1469 | P10828 | TRbeta-SRC2 peptide binding, fluorescence polarization; receptor liganded with 1 µM T3 | 280,000 compounds, 0.065% hits | Potency, µM (titrated, usually from 106 µM), inactives show at the highest dose activity change, negative = inhibition, most hits filed as inhibitors;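 further: plate controls were bound peptide for no effect and peptide without receptor for full effect; nearly all actives have a fitted effect of over 50% in size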
Target sequence (P10828 whole entry, looked up): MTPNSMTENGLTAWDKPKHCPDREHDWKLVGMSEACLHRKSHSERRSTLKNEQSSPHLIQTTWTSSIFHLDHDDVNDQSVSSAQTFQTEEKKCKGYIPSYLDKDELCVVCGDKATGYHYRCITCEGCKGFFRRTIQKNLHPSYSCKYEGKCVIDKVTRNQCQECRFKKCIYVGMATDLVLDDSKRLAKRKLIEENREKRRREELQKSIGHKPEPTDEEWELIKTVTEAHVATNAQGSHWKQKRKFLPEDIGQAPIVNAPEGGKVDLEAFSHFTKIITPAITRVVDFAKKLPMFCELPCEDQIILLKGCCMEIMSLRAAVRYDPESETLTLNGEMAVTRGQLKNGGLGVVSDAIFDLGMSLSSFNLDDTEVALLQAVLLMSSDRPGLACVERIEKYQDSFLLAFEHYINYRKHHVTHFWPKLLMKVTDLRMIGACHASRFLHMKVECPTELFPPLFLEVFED
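A fluorescence polarization screen tested compounds at multiple concentrations against complex formation between 0.6 uM TRb ligand-binding domain and 20 nM Texas Red SRC2 peptide, with 1 uM T3 present; readout after 5 hr.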
TR SRC2 fluor cs = counter-screen for TRb-SRC2 inhibitors: fluorescence interference. AID 1479. 280,000 compounds, 0.29% hits. TRb/SRC2 Texas Red total fluorescence interference. Potency, µM (doses to about 106 µM), inactives show at the highest dose fluorescence change, negative = quenching; active means well fitted curve in either direction with a large enough effect; inconclusive means small, poorly fitted or top-dose-only effect
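Human TRb ligand-binding domain at 0.6 uM with 20 nM Texas Red SRC2 peptide in Tris buffer containing 1 uM T3 and 5% DMSO, incubated with compound 5 h at ambient temperature. Total fluorescence (555/632 nm) calculated as parallel + 2 × perpendicular.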
L3MBTL1 inh = blocks human L3MBTL1; Q9Y468; AlphaScreen L3MBTL1–H3K9me1 peptide binding; Potency, µM (series often up to 57.1 µM), without a hit: top-dose activity, negative = inhibition, most hits filed as inhibitors; 230,000 compounds, 0.66% hits; AID 485360; further: nearly all actives have a fitted effect of over 60% in size
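L3MBTL1 (50 nM) pre-complexed 30 min with biotinylated H3(1-15)K9me1 peptide (75 nM), then compounds added for 30 min at room temperature; AlphaScreen streptavidin donor/nickel chelate acceptor beads (10 ug/mL final) read after 30 min dark incubation.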
JMJD2E inh = blocks human JMJD2E demethylase activity; B2RXH2; JMJD2E catalytic domain, FDH-coupled NADH fluorescence (FDH is formaldehyde dehydrogenase); Potency, µM (highest dose often 57.1 µM), inactives show top-dose activity change, negative = inhibition, hits mostly inhibitors; 230,000 compounds, 1.6% hits; active means well fitted inhibition curve with a large enough effect, not every such curve was filed as active; inconclusive means small, poorly fitted or top-dose-only effect, or another doubt; inactive means no such curve, though single readings can be large or run the other way;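 further: 0% = wells with enzyme and -100% = buffer wells without enzyme; nearly all actives have a fitted effect of over 50% in size; many of its hits are not listed in these tables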
Active calls of the source: *; i = inactive; ? = inconclusive; . = no result given; & = joins results of further samples; [ ] = remark or other dose. Unless noted, the call rests on the fitted dose curve; in most records, active means well fitted curve in the direction sought with a large enough effect; inconclusive means small, poorly fitted or top-dose-only effect, or another doubt; inactive means no such curve, though single readings can be large; an effect the other way counts as inactive or inconclusive. Unless noted, on the % scale 0 is the no-effect control and ±100 the full control effect; potency means the concentration at half of the fitted maximal effect. Only part of the results is shown. The share of hits here may be higher or lower than overall.

Preview (five entries):
SMILES	RECQ1 helicase	Tau FP inhib	GoLoco inh red	Tau fibril ThT	TRb-SRC2 inh	TR SRC2 fluor cs	L3MBTL1 inh	JMJD2E inh
COc1ccccc1CNC(=O)c1cc(Sc2cccc(Cl)c2)nc2ccccc12	.	-5%	.	-5%	4%	-1%	.	.
O=c1c(Cl)c(N/N=C/c2ccc(Cl)cc2)cnn1-c1ccccc1	-29%	-8%	-14%	?	8%	-7%	3%	?
CCCc1ccc(OCC(=O)O)cc1	-7%	5%	4%	-12%	-5%	-1%	-2%	5%
Cc1nc(-c2ccc3c(c2)OCO3)cs1	-2%	4%	2%	-7%	-9%	-3%	8%	3%
COC(=O)CSc1nccc(-c2cccs2)n1	-7%	-2%	8%	-3%	-9%	-9%	0%	-29%

The list itself, repeating the preview:
SMILES	RECQ1 helicase	Tau FP inhib	GoLoco inh red	Tau fibril ThT	TRb-SRC2 inh	TR SRC2 fluor cs	L3MBTL1 inh	JMJD2E inh
COc1ccccc1CNC(=O)c1cc(Sc2cccc(Cl)c2)nc2ccccc12	.	-5%	.	-5%	4%	-1%	.	.
O=c1c(Cl)c(N/N=C/c2ccc(Cl)cc2)cnn1-c1ccccc1	-29%	-8%	-14%	?	8%	-7%	3%	?
CCCc1ccc(OCC(=O)O)cc1	-7%	5%	4%	-12%	-5%	-1%	-2%	5%
Cc1nc(-c2ccc3c(c2)OCO3)cs1	-2%	4%	2%	-7%	-9%	-3%	8%	3%
COC(=O)CSc1nccc(-c2cccs2)n1	-7%	-2%	8%	-3%	-9%	-9%	0%	-29%
Cc1noc(C)c1COc1cccc(C(=O)Oc2ccc3c(c2)OCO3)c1	-4%	1%	5%	-17%	-8%	-1%	13%	-2%
COc1ccc(S(=O)(=O)N(CCCN2CCCC2=O)Cc2cc3cc(C)c(C)cc3[nH]c2=O)cc1	-11%	4%	1%	-2%	8%	1%	8%	?
O=C(NCc1ccco1)c1nn(-c2ccccc2)c(=O)c2ccccc12	i	-7%	-7%	-8%	-3%	-3%	-3%	-6%
Cc1cc(C)n(-c2nc3ccccc3nc2N2CCN(C(=O)c3ccc(F)cc3)CC2)n1	i	5%	-1%	-11%	1%	3%	.	2%
N#Cc1c2n(c3c(=O)n(Cc4ccccc4)cnc13)CCCC2	-4%	-1%	8%	5%	1%	3%	-5%	9%
O=C(O)CSC1c2ccccc2C(=O)N1Cc1ccccc1 (stereo not given)	i	4%	2%	-3%	-20%	-1%	4%	-2%
O=c1c([N+](=O)[O-])c(N2CCOCC2)c2ccccc2n1-c1ccccc1	4%	3%	2%	4%	-2%	-3%	-7%	-3%
CC12CCC(C(=O)NCC3CCCO3)(OC1=O)C2(C)C (stereo not given)	i	0%	-3%	0%	-2%	-1%	.	0%
CCOc1ccc2ccccc2c1/C=N/n1cncn1	2%	0%	14%	12%	12%	-2%	28%	6%
COc1ccc(NC(=O)c2cc3c(Cl)nc4ccccc4c3s2)cc1OC	-5%	7%	2%	?	1%	-2%	5%	14%
O=C(Nc1ccc(-c2nc3ccccc3[nH]2)cc1)c1ccco1	-11%	-8%	-4%	?	6%	0%	-2%	?
Cc1csc(NC(=O)c2nc3nc(C)cc(C)n3n2)n1	i	1%	-2%	8%	-5%	-4%	5%	5%
O=C(Nc1ccc(S(=O)(=O)Nc2nccs2)cc1)c1cnc(Cl)c(Cl)c1	i	-12%	22%	-1%	-5%	-5%	.	?
COc1ccc(N2C(=O)CC(NNC(=O)c3cccnc3)C2=O)cc1 (stereo not given)	i	-1%	3%	.	4%	1%	.	-11%
CC(C)Oc1ccc(CNC2CCOC(C)(C)C2)cc1 (stereo not given)	-5%	10%	-1%	6%	-4%	-6%	.	4%
CCOC(=O)c1cccc(NC(=O)CCc2c(C)nc3cc(-c4ccc(Cl)cc4)nn3c2C)c1	.	-17%	.	-9%	-5%	-5%	.	.
Cc1ccc(/C([O-])=C(/C(=S)Nc2ccc(SC(F)F)cc2)[n+]2ccccc2)cc1[N+](=O)[O-]	-4%	-5%	48%[activator]	?	-2%	-1%	-20%	0%
CCc1ccc(NC(=O)CSc2nnc3[nH]c(=O)cc(-c4ccccc4)n23)cc1	.	3%	.	?	-2%	1%	.	.
COc1ccc(N=Cc2oc3ccc4ccccc4c3c2O)cc1	-23%	12%	1%	?	-4%	-10%	27%	-14%
C/C(=N\NS(=O)(=O)c1ccc([N+](=O)[O-])cc1)c1ccc(NC(=O)c2ccco2)cc1	i	0%	1%	?	6%	-2%	.	-20%

A second format for two compounds above:
Each structure is followed by: RECQ1 helicase, Tau FP inhib, GoLoco inh red, Tau fibril ThT, TRb-SRC2 inh, TR SRC2 fluor cs, L3MBTL1 inh, JMJD2E inh
O=C(Nc1ccc(S(=O)(=O)Nc2nccs2)cc1)c1cnc(Cl)c(Cl)c1
 : i, -12%, 22%, -1%, -5%, -5%, ., ?
O=C(NCc1ccco1)c1nn(-c2ccccc2)c(=O)c2ccccc12
 : i, -7%, -7%, -8%, -3%, -3%, -3%, -6%

Quoted from the listing:
COc1ccc(S(=O)(=O)N(CCCN2CCCC2=O)Cc2cc3cc(C)c(C)cc3[nH]c2=O)cc1 @ GoLoco inh red: 1%
COC(=O)CSc1nccc(-c2cccs2)n1 @ Tau FP inhib: -2%
N#Cc1c2n(c3c(=O)n(Cc4ccccc4)cnc13)CCCC2 @ Tau FP inhib: -1%
COc1ccccc1CNC(=O)c1cc(Sc2cccc(Cl)c2)nc2ccccc12 @ Tau FP inhib: -5%
O=c1c(Cl)c(N/N=C/c2ccc(Cl)cc2)cnn1-c1ccccc1 @ RECQ1 helicase: -29%
CC(C)Oc1ccc(CNC2CCOC(C)(C)C2)cc1 (stereo not given) @ Tau fibril ThT: 6%
COc1ccc(N=Cc2oc3ccc4ccccc4c3c2O)cc1 @ L3MBTL1 inh: 27%

(list continues)
SMILES	RECQ1 helicase	Tau FP inhib	GoLoco inh red	Tau fibril ThT	TRb-SRC2 inh	TR SRC2 fluor cs	L3MBTL1 inh	JMJD2E inh
CC(=O)NCCOC(=O)Nc1sc(=S)n(C)c1C	-5%	-2%	2%	-17%	-15%	-1%	-4%	-7%
O=C(CSc1nnnn1-c1cccnc1)NCc1cccs1	i	-15%	-1%	-10%	2%	-2%	9%	3%
COc1cc(NS(=O)(=O)c2ccc(NC(=S)NC(=O)/C=C/c3ccc(F)cc3)cc2)ncn1	-2%	-13%	-4%	-10%	-8%	-4%	57%[activator]	-2%
Cc1c(NC(=S)Nc2ccc(Cl)cc2)c(=O)n(-c2ccccc2)n1C	i	0%	22%	3%	-4%	-1%	1%	-4%
C=CCSc1nc2ccccc2n1C(=O)/C=C/c1ccc(OC)c(OC)c1	i	?	1%	14µM*	-14%[53 µM]	4%[53 µM]	3%	?
COC(=O)c1ccc(-n2c(/C=C/c3cc(OC)c(OC)c(OC)c3)nc3cc(Cl)ccc3c2=O)cc1	.	2%	.	4%	0%	-2%	.	.
c1ccc(OCCCN2CCCC2)cc1	-2%	3%	-26%	-3%	4%	2%	.	?
Cc1nc(-c2ccc(S(=O)(=O)N3CCCCCC3)cc2)cs1	-5%	-8%	6%	-14%	-9%	-1%	1%	4%
Nc1ncnc2c1ncn2C1CCCO1 (stereo not given)	-7%&-3%	3%&4%	15%&-4%	6%&2%	0%&9%&3%	-2%&5%&2%	-5%	-2%
O=Cc1cnc(N2CCN(c3ccccc3)CC2)s1	16%	-1%	9%	?	-1%	-1%	-7%	-4%
CCCCCCCN1C2=NCCCN2c2ccccc21	11%	2%	6%	-4%	0%	-1%	8%	-7%
CCOC(=O)c1cnc(Nc2nc3ccccc3o2)nc1CN1CCN(C)CC1	-13%	-5%	12%	?	6%	-3%	-26%	-24%
CCC/C=N/NC(=O)c1ccc(F)cc1	1%	9%	12%	-1%	0%	4%	-1%	30%
O=C(CN1C(=O)C2CC=CCC2C1=O)OCCN1C(=O)c2ccccc2C1=O (stereo not given)	-6%	8%	4%	1%	-21%	-1%	4%	-4%
Cc1ccc(S(=O)(=O)Oc2ccccc2/C=N/Nc2ccc(C(=O)O)cc2)cc1	-4%	12%	5%	-18%	3%	-3%	-22%	0%
COc1ccc(-c2c(C)n([O-])c3c([n+]2=O)CCCCC3)cc1	5%	7%	0%	-12%	8%	1%	0%	0%
O=C(N/N=C/c1sc(N2CCCCC2)nc1-c1cccs1)C1CC1	-23%	2%	48%[activator]	?	-4%	-5%	12%	?
Cc1ccc(NC2=C(Cl)C(=O)OC2OC(=O)c2ccccc2C)cc1 (stereo not given)	-12%	?	2%	-9%	7%	-1%	.	-2%
C=C(C)C(=O)N1CC2(CC(c3cccc(NC(=O)/C=C\C)c3)=NO2)C[C@H]1C(N)=O (stereo not given in full)	i	-1%	6%	-3%	-6%	0%	.	0%
CCCCNC(=O)COC(=O)c1cc(Br)ccc1Cl	-14%	-1%	5%	-6%	-11%	?	15%	-1%
CCOc1cccc(CC(=O)Nc2ccc3nc(N4CCCCC4)cc(C)c3c2)c1OCC	.	?	.	?	-8%	0%	.	.
C/C(=N\NC(=O)c1c(Br)c(C)nn1C)c1cccc(NC(=O)c2ccccc2F)c1	-10%	0%	-13%	4%	-6%	-6%	24%	-10%
O=C1CCCCC1Sc1nnc(Nc2ccccc2)s1 (stereo not given)	-4%	-4%	-5%	-6%	3%	0%	.	-4%
CCOC(=O)CCP(=O)(O)C(O)c1ccccc1 (stereo not given)	-3%	5%	5%	-8%	-9%	1%	.	3%
Cn1c(=O)c(C(=O)CN2CCCCCC2)c(N)n(Cc2ccccc2)c1=O	-7%	-15%	1%	-9%	6%	-1%	.	2%
COc1ccc(-n2c(=O)c3c(c4cc(OC)ccc4n3C)n(CCC(C)C)c2=O)cc1	.	6%	.	11%	5%	0%	.	.
COc1cc(/C=C2\SC(=S)N(C(Cc3ccccc3)C(=O)O)C2=O)ccc1O (stereo not given)	25µM*	2%	196%[activator]	11µM*	29%	22%	-12%	1%
COc1ccccc1NC(=S)NCc1cccs1	-2%	-1%	7%	-1%	8%	-1%	3%	9%

Assay outcomes deposited in PubChem BioAssay by National Center for Advancing Translational Sciences (NCATS).
